Source: PubChem (Broad Institute)
GASC1 inh: inhibitors of GASC-1 (KDM4C) histone demethylase, primary screen, biochemical, single concentration HTS | 96,000 tested, 0.15% active | inhibition, % at 12.5 µM | GST-KDM4C 2-372, H3K9me3 peptide, LANCE TR-FRET;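 active = mean replicate inhibition above about 25%, with at least 55% of replicates also reaching it, limit read from the data, passing the limit was not always enough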
Target sequence (Q9H3R0 2-372 limits assumed): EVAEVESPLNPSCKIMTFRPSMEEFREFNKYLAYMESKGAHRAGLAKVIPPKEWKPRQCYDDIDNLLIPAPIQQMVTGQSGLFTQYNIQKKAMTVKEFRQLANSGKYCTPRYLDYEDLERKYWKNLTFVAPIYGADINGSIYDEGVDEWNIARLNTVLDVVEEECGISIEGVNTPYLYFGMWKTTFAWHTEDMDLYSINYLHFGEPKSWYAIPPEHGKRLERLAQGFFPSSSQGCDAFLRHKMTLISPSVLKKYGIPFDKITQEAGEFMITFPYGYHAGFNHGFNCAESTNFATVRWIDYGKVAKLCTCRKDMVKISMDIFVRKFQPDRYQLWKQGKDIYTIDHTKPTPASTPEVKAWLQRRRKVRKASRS
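Material: N-terminal GST-fused human GASC-1 (KDM4C) fragment, residues 2-372. Input: 10 nM enzyme. Incubation: enzyme reaction 30 min, then detection 60 min, both room temperature. Doses: one test concentration per compound. Read-out basis: inhibition from TR-FRET ratio decrease. Detection: LANCE TR-FRET, excitation 340 nm, emissions 618 and 671 nm.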
Pf Dd2 growth: P. falciparum Dd2 growth inhibitors, primary screen, SYBR Green fluorescence, single dose replicates | 72 h; stronger effect = lower value | AID 1159554, 2015 | activity change, % at 10 µM | 94,000 tested, 2.3% active; in the data active = activity change below about -80%
C diff growth: C. difficile growth inhibitors, primary screen, HTS | Clostridium difficile clinical isolate growth, OD600, 24 h; stronger effect = lower value | growth activity, negative = inhibition, % at 16 µg/mL (by protocol) | 86,000 tested, 0.25% active | AID 1259249, 2017;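 active = mean growth activity at or below -80% and every replicate also at or below -80%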;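 note: 0% = DMSO wells and -100% = levofloxacin 16 µg/mL wells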
Tcruzi prolif: T. cruzi intracellular proliferation inhibitors, primary screen, cell-based, beta-gal Tulahuen parasites, NIH3T3 host, luminescence; T. cruzi beta-gal in NIH3T3, GalScreen luminescence, 90 h; inhibition, % at 8.34 µM; 77,000 tested, 5.9% active; AID 624255, 2012;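 active = mean inhibition above about 93%, with at least 55% of replicates each passing it, limit read from the data, passing the limit was not always enough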
An asterisk follows results filed as active; x = no result given; & = joins results of further samples.

The opening 9 compounds, ahead of the listing:
SMILES	GASC1 inh	Pf Dd2 growth	C diff growth	Tcruzi prolif
COc1ccc(S(=O)(=O)Nc2ccc3c(c2)C(=O)N([C@H](C)CO)C[C@@H](C)[C@H](CN(C)S(=O)(=O)c2ccc(Cl)cc2)OCCCC[C@H](C)O3)cc1	-1.5	-77	-4	95
CCCNC(=O)Nc1ccc2c(c1)C(=O)N(C)C[C@@H](OC)[C@@H](C)CN(Cc1ccccc1)[C@H](C)CO2	0.4	x	x	49
COc1ccc(S(=O)(=O)Nc2ccc3c(c2)CC(=O)N([C@@H](C)CO)C[C@H](C)[C@H](CN(C)S(=O)(=O)c2ccc(OC)cc2)O3)cc1	-5.4	-86*	5	3
CS(=O)(=O)N1CC(=O)N2[C@H](CO)[C@@H](c3ccc(C#Cc4cccc(F)c4)cc3)[C@@H]2C1	-5.2	-6	-8	x
CO[C@H]1CN(C)C(=O)c2ccc(NC(C)=O)cc2OC[C@H](C)N(C(=O)c2ccncc2)C[C@H]1C	0.2	4	x	2
CN(C)CC(=O)Nc1ccc2c(c1)[C@H]1C[C@@H](CC(=O)NCc3ccccc3)O[C@@H](CO)[C@H]1O2	-2.8	-5	x	25
Cc1noc(C)c1NC(=O)Nc1ccc2c(c1)CC(=O)N([C@H](C)CO)C[C@@H](C)[C@H](CN(C)Cc1ccc(-c3ccccc3)cc1)O2	0.4	11	-6	-67
COc1cccc(-c2ccc([C@H]3[C@@H](CO)N(C(=O)Cc4ccncc4)[C@H]3C#N)cc2)c1	-1.0	-18	17	91
CCCC#Cc1ccc([C@@H]2[C@H]3CN(S(=O)(=O)c4ccccc4F)CCCCN3[C@H]2CO)cc1	0.8	3	16	44

This part in full (from the top)
SMILES	GASC1 inh	Pf Dd2 growth	C diff growth	Tcruzi prolif
COc1ccc(S(=O)(=O)Nc2ccc3c(c2)C(=O)N([C@H](C)CO)C[C@@H](C)[C@H](CN(C)S(=O)(=O)c2ccc(Cl)cc2)OCCCC[C@H](C)O3)cc1	-1.5	-77	-4	95
CCCNC(=O)Nc1ccc2c(c1)C(=O)N(C)C[C@@H](OC)[C@@H](C)CN(Cc1ccccc1)[C@H](C)CO2	0.4	x	x	49
COc1ccc(S(=O)(=O)Nc2ccc3c(c2)CC(=O)N([C@@H](C)CO)C[C@H](C)[C@H](CN(C)S(=O)(=O)c2ccc(OC)cc2)O3)cc1	-5.4	-86*	5	3
CS(=O)(=O)N1CC(=O)N2[C@H](CO)[C@@H](c3ccc(C#Cc4cccc(F)c4)cc3)[C@@H]2C1	-5.2	-6	-8	x
CO[C@H]1CN(C)C(=O)c2ccc(NC(C)=O)cc2OC[C@H](C)N(C(=O)c2ccncc2)C[C@H]1C	0.2	4	x	2
CN(C)CC(=O)Nc1ccc2c(c1)[C@H]1C[C@@H](CC(=O)NCc3ccccc3)O[C@@H](CO)[C@H]1O2	-2.8	-5	x	25
Cc1noc(C)c1NC(=O)Nc1ccc2c(c1)CC(=O)N([C@H](C)CO)C[C@@H](C)[C@H](CN(C)Cc1ccc(-c3ccccc3)cc1)O2	0.4	11	-6	-67
COc1cccc(-c2ccc([C@H]3[C@@H](CO)N(C(=O)Cc4ccncc4)[C@H]3C#N)cc2)c1	-1.0	-18	17	91
CCCC#Cc1ccc([C@@H]2[C@H]3CN(S(=O)(=O)c4ccccc4F)CCCCN3[C@H]2CO)cc1	0.8	3	16	44
CC(C)NC(=O)Nc1ccc2c(c1)CC(=O)N([C@H](C)CO)C[C@H](C)[C@@H](CN(C)Cc1ccncc1)O2	-0.2	0	-4	x
Cc1ccc(S(=O)(=O)N(C)C[C@@H]2OCc3cn(nn3)CCCC(=O)N([C@@H](C)CO)C[C@@H]2C)cc1	4.1	3	2	3
CO[C@@H]1CC[C@H]2CCOc3c(C#N)cccc3C(=O)N(C)C[C@@H](C)C(=O)N(C)C[C@H]1O2	0.7	5	x	-8
COc1ccc2c3c(n(C)c2c1)[C@H](CO)N(C(=O)Nc1ccc(F)cc1)CC31CCN(C(=O)Nc2ccc(F)cc2F)CC1	-1.3	-59	1	x
C[C@@H]1CN([C@@H](C)CO)C(=O)c2cc(-c3ccc(F)cc3)cnc2O[C@@H]1CN(C)C(=O)c1ccccc1F	-1.1	-16	8	-8
CN1C(=O)c2cc(NC(=O)c3cccc(F)c3)ccc2OC[C@H]2O[C@H](CC(=O)N3CCc4ccccc4C3)CC[C@@H]21	0.4	1	-2	42
COc1cccc(-c2ccc([C@H]3[C@@H](CO)N4CCCCN(S(=O)(=O)c5cccs5)C[C@@H]34)cc2)c1	0.7	2	-1	74
O=C(C1CCC1)N1CC[C@@H]2[C@@H](CO)Nc3ccc(C#Cc4ccc(F)cc4)cc3[C@@H]21	-2.3	-50	-3	x
C[C@@H]1CN([C@@H](C)CO)C(=O)Cc2cc(NC(=O)Cn3cnnn3)ccc2O[C@H]1CN(C)S(=O)(=O)c1cn(C)cn1	0.2	40	1	-23
CCCC#Cc1cnc2c(c1)C(=O)N([C@H](C)CO)C[C@@H](C)[C@H](CN(C)C(=O)NC1CCCC1)O2	-0.7	-34	2	49
C[C@H]1CN([C@@H](C)CO)C(=O)c2cc(NC(=O)Cn3cnnn3)ccc2O[C@H]1CN(C)S(=O)(=O)c1cccs1	1.5	30	x	-30
COCC(=O)N(C)C[C@H]1Oc2ncc(C#C[C@@H](C)O)cc2C(=O)N([C@@H](C)CO)C[C@@H]1C	2.0	x	-3	18
Cc1noc(C)c1S(=O)(=O)Nc1ccc2c(c1)C(=O)N([C@H](C)CO)C[C@H](C)[C@@H](CN(C)C(=O)Nc1cccc3ccccc13)OCCCC[C@@H](C)O2	0.9	-52	14	58
O=C(C[C@H]1C[C@H]2c3cc(NC(=O)NC4CCCC4)ccc3O[C@H]2[C@@H](CO)O1)NCc1ccc(Oc2ccccc2)cc1	-0.2	-4	-27	x
O=C(CC(F)(F)F)N1C[C@@H]2[C@H](c3ccccc31)[C@@H](CO)N2C(=O)C1CCCCC1	1.2	8	7	30
O=C(NC[C@@H]1N[C@@H](CO)[C@@H]1c1ccc(C2=CCCC2)cc1)c1ccccc1	-2.6	-27	51	113*

Three compounds from above, ordered by the number in GASC1 inh, high to low.
mol | GASC1 inh
O=C(CC(F)(F)F)N1C[C@@H]2[C@H](c3ccccc31)[C@@H](CO)N2C(=O)C1CCCCC1 | 1.2
CCCNC(=O)Nc1ccc2c(c1)C(=O)N(C)C[C@@H](OC)[C@@H](C)CN(Cc1ccccc1)[C@H](C)CO2 | 0.4
O=C(C1CCC1)N1CC[C@@H]2[C@@H](CO)Nc3ccc(C#Cc4ccc(F)cc4)cc3[C@@H]21 | -2.3

Other structures follow:
SMILES	GASC1 inh	Pf Dd2 growth	C diff growth	Tcruzi prolif
C[C@@H]1CN([C@H](C)CO)C(=O)c2cc(-c3cncnc3)cnc2O[C@H]1CN(C)C(=O)c1ccccc1F	2.8	16	-3	84
CO[C@@H]1CN(C)C(=O)c2ccc(NS(=O)(=O)CC(F)(F)F)cc2OC[C@H](C)N(C)C[C@H]1C	0.4	0	-8	17
CCCNC(=O)[C@@H]1[C@@H](CO)[C@@H]2Cn3c(ccc(-c4ccc(F)cc4)c3=O)[C@H]1N2C(=O)NC(C)C	-1.1	x	1	9
Cc1ccccc1-c1ccc([C@H]2[C@H]3CN(C(=O)Nc4ccccc4)CCCCN3[C@H]2CO)cc1	-0.2	1	25	118*
C[C@H]1CN([C@@H](C)CO)C(=O)c2cc(/C=C/c3ccccc3)cnc2O[C@H]1CN(C)C(=O)C1CCCCC1	-1.2	-76	-2	73
Cc1ccc(S(=O)(=O)N(C)C[C@H]2OCc3ccccc3-c3c(n(C)c4ccccc34)C(=O)N([C@H](C)CO)C[C@H]2C)cc1	1.5	-8	x	62
O=C(Cc1cccnc1)N1CC(=O)N2[C@H](C1)[C@@H](c1ccc(C#CC3CCCC3)cc1)[C@@H]2CO	17	-48	-7	x
COc1ccc2c3c([nH]c2c1)[C@@H](CO)N(C(=O)NC1CCCC1)CC31CN(S(C)(=O)=O)C1	-0.4	13	-6	x
COc1ccc(NC(=O)Nc2ccc3c(c2)C(=O)N([C@@H](C)CO)C[C@H](C)[C@H](CN(C)Cc2ccc4c(c2)OCO4)OCCCC[C@@H](C)O3)cc1	-0.1	-67	13	103*
C[C@@H]1CCCCO[C@@H](CN(C)S(=O)(=O)c2ccc(Cl)cc2)[C@H](C)CN([C@@H](C)CO)C(=O)c2cc(NS(=O)(=O)c3ccc(Cl)cc3)ccc2O1	-0.8	1	5	61
C[C@@H]1CN([C@H](C)CO)C(=O)Cc2cc(NC(=O)CCCCCC(=O)Nc3ccccc3N)ccc2O[C@@H]1CN(C)C(=O)Nc1ccc2c(c1)OCO2	12	3	-4	37
C[C@@H]1CN([C@H](C)CO)C(=O)c2cc(NS(=O)(=O)c3cn(C)cn3)ccc2O[C@@H]1CN(C)C(=O)Nc1ccc(C(F)(F)F)cc1	0.6	-18	1	2
C[C@@H]1CCCCO[C@@H](CN(C)C(=O)CCC(F)(F)F)[C@@H](C)CN([C@@H](C)CO)C(=O)c2cc(NC(=O)Nc3ccc4c(c3)OCO4)ccc2O1	17	-11	4	-2
C[C@H]1CN([C@@H](C)CO)C(=O)c2cc(NC(=O)c3ccncc3)ccc2O[C@H]1CN(C)S(=O)(=O)c1ccccc1	0.7	9	-1	25
CO[C@@H]1CN(C)C(=O)c2cc(NS(=O)(=O)Cc3ccccc3)ccc2OC[C@H](C)NC[C@H]1C	0.0	-10	x	25
COc1ccc(NC(=O)Nc2ccc3c(c2)C(=O)N([C@@H](C)CO)C[C@@H](C)[C@H](CN(C)C(=O)Nc2ccccc2)OCCCC[C@H](C)O3)cc1	-0.4	19	0	23
C[C@H]1CN([C@@H](C)CO)C(=O)Cc2cc(NC(=O)Cc3cn(C)c4ccccc34)ccc2O[C@@H]1CN(C)Cc1ccncc1	1.1	-8	-2	9
C[C@H](CO)N1C[C@H](C)[C@@H](CN(C)Cc2ccc(Cl)c(Cl)c2)Oc2ccc(NC(=O)Nc3ccc(C(F)(F)F)cc3)cc2C1=O	-0.5	-4	9	29
Cc1noc(C)c1S(=O)(=O)Nc1ccc2c(c1)C(=O)N([C@H](C)CO)C[C@@H](C)[C@@H](CN(C)C(=O)Nc1ccc(C(F)(F)F)cc1)O2	-1.2	-4	1	15
CO[C@H]1CN(C)C(=O)c2cc(NS(=O)(=O)c3ccccc3)ccc2OC[C@@H](C)N(C)C[C@H]1C	-0.6	x	0	-37
CO[C@@H]1CN(C)C(=O)c2cc(NC(C)=O)ccc2OC[C@@H](C)N(C(=O)C2CC2)C[C@@H]1C	1.0	7	-2	-52
CCCNC(=O)[C@@H]1[C@@H](CO)[C@@H]2Cn3c(ccc(-c4ccccc4F)c3=O)[C@@H]2N1C(=O)C1CCC1	-0.3	18	11	x
CCCNC(=O)C[C@@H]1CC[C@@H]2[C@@H](COc3ccc(NC(=O)c4cccc(C(F)(F)F)c4)cc3C(=O)N2C)O1	-0.5	6	5	-22
COCC#Cc1ccc2c(c1)O[C@H](CN(C)Cc1cccnc1)[C@@H](C)CN([C@H](C)CO)S2(=O)=O	1.5	7	0	83
C[C@@H]1CN([C@H](C)CO)C(=O)Cc2cc(NC(=O)Cc3ccccc3)ccc2O[C@@H]1CN(C)Cc1ccc(C(=O)O)cc1	-1.6	12	0	-20

(more compounds)
SMILES	GASC1 inh	Pf Dd2 growth	C diff growth	Tcruzi prolif
C[C@H](CO)N1C[C@H](C)[C@H](CN(C)C(=O)Cc2ccccc2)OCc2cnnn2CCCC1=O	0.1	-3&14	-4&2	17&3
C[C@@H]1CN([C@H](C)CO)C(=O)c2ccccc2-c2ccccc2CO[C@@H]1CN(C)S(=O)(=O)c1ccc(Cl)cc1	-1.6	-49	8	93
C[C@H]1CN([C@@H](C)CO)C(=O)c2cccc(NC(=O)Nc3ccc4c(c3)OCO4)c2O[C@@H]1CN(C)CC1CCCCC1	0.5	-20	-3	81
C[C@H](CO)N1C[C@H](C)[C@H](CN(C)S(C)(=O)=O)Oc2c(NC(=O)C3CCCCC3)cccc2C1=O	0.4	1	1	47
C[C@H](O)C#Cc1ccc2c(c1)O[C@H](CN(C)Cc1ccncc1)[C@@H](C)CN([C@H](C)CO)S2(=O)=O	-1.3	-38	3	57
C[C@@H]1CCCCO[C@H](CN(C)Cc2ccc(C(=O)O)cc2)[C@H](C)CN([C@H](C)CO)C(=O)c2cc(NS(=O)(=O)c3cn(C)cn3)ccc2O1	8.9	56	-2	25
CNC[C@H]1Oc2cc(C#CC3CCCC3)ccc2S(=O)(=O)N([C@H](C)CO)C[C@H]1C	-0.4	-39	-2	59
C[C@@H]1CN([C@H](C)CO)C(=O)c2cc(NC(=O)Nc3ccc4c(c3)OCO4)ccc2O[C@@H]1CN(C)S(=O)(=O)c1ccc(F)cc1	-0.7	18	-1	-4
C[C@@H]1CN([C@H](C)CO)C(=O)c2cc(NS(C)(=O)=O)ccc2O[C@@H]1CN(C)Cc1ccncc1	1.7	20	-2	-5
C[C@@H]1CN([C@H](C)CO)C(=O)c2cc(NS(=O)(=O)c3ccc(Cl)cc3)ccc2O[C@@H]1CN(C)Cc1ccc(C(=O)O)cc1	0.9	-71	x	92
